High-throughput results (PubChem)
mcGAS inh – mouse cGAS inhibition by luminescence | Q8C6L5 | AID 1259399 | 160,000 tested, 0.15% active | recombinant cGAS, Kinase-Glo ATP depletion luminescence | inhibition, % at 12.5 µM;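 further: 0% = negative control wells and 100% = reference inhibitor with no enzyme activity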
NPYLR7 ag – mosquito NPYLR7 agonism; 270,000 tested, 0.15% active; HEK293T NPYLR7/Galpha15, GCaMP6s calcium fluorescence; activation, % at 10 µM; AID 1259423; in the data active means activation above about 40%;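 further: 0% = vehicle and 100% = reference agonist at the receptor; some compounds past the cut are filed as inactive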
hcGAS inh – blocks human cGAS activity. Q8N884. recombinant h-cGAS, ATP depletion, Kinase-Glo luminescence. inhibition, % at 12.5 µM. 290,000 tested, 0.081% active. AID 1259398;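 further: 0% = vehicle reaction and 100% = reaction without DNA for no activity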
Target sequence (Q8N884 whole entry, looked up): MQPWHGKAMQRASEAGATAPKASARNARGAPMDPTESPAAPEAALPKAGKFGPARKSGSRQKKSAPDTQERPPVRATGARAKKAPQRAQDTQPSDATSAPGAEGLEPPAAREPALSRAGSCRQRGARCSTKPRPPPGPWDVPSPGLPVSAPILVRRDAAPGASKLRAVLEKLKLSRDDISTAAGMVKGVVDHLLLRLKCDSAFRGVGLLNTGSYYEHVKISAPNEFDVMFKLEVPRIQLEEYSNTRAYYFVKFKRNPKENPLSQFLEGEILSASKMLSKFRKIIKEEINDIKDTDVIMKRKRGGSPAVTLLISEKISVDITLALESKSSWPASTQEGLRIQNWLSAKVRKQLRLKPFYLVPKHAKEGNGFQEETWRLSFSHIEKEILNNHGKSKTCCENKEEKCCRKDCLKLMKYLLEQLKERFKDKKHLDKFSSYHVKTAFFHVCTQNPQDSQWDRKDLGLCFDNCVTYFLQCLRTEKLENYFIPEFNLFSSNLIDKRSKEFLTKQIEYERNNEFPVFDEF
Numbers without * were called inactive; nt = not tested or not shown; & = joins results of further samples. Unless noted, no stated cut-off is given here; in the data, active means inhibition above about 40%; inactive means the rest. Random draw from the library. About 0.29% of those tested had a hit in this group.

Start of the listing, in advance:
Order of values: NPYLR7 ag | hcGAS inh | mcGAS inh
CC(=O)C1=C(c2ccc(C(C)C)cc2)N(C(C)=O)n2c(C)nnc2S1
  4 | -7 | nt
Ic1ccc(C2CC(c3cccs3)n3nnnc3N2)cc1 (stereo unspecified)
  10 | -5 | nt

This part in full, previewed entries included:
Order of values: NPYLR7 ag | hcGAS inh | mcGAS inh
CC(=O)C1=C(c2ccc(C(C)C)cc2)N(C(C)=O)n2c(C)nnc2S1
  4 | -7 | nt
Ic1ccc(C2CC(c3cccs3)n3nnnc3N2)cc1 (stereo unspecified)
  10 | -5 | nt
Cc1ccc(NC(=O)Cn2c(-n3nc(C)cc3C)nc(-c3ccccc3)cc2=O)cc1
  1 | 0 | -5
COCCc1ncc(-c2nccn2-c2ccc(C)cc2Cl)cn1
  27 | -2 | -18
CSc1nn(CN(C)CC(=O)Nc2ccc(Cl)cc2)c(=S)s1
  3 | 0 | nt
Cc1ccc(-c2cn3cccnc3n2)cc1NC(=O)C(C)C
  8 | 1 | nt
O=C(Oc1cccc2ccccc12)c1cccc(OC(F)F)c1
  2 | 0 | nt
O=C(c1ccc(F)cc1F)N1CCc2ccccc2C1c1ccccc1F (stereo unspecified)
  -5 | -4 | -7
CNC(=O)C1Cc2ccccc2N1C(=O)Nc1cccs1 (stereo unspecified)
  -14 | -1 | -1
O/N=C1\c2ccccc2/C(=N/O)C1c1cccc2ccccc12 (stereo unspecified)
  -9 | -5 | -6
COCC1CCN(C(=O)c2ccc3oc(CCCc4ccccc4)nc3c2)C1 (stereo unspecified)
  7 | -1 | nt
CC(CC(=O)OCCc1cccs1)c1cccnc1 (stereo unspecified)
  -1 | -7 | nt
CCC(C)C(NC(=O)c1ccc(C)c([N+](=O)[O-])c1)C(=O)Nc1nnc(-c2cccc(Cl)c2)s1 (stereo unspecified)
  1 | -5 | -5
Cc1ccc(OCCSc2nc3ccccc3n2Cc2ccccc2)cc1
  -1 | -11 | -5
CC(C)N(Cc1nccn1C)C(=O)C(C)(C)n1cccc1
  -9 | -4 | nt
COCCNC(=O)C1(C)CCCN(Cc2cc(C)ccc2C)C1 (stereo unspecified)
  9 | 0 | -2
Cc1cc(C)cc(C(=O)Nc2c(C)nc3ccc(Cl)cn3c2=O)c1
  -3 | -6 | nt
COc1cc(N2CCC(O)(CN3CCCC3)CC2)ncn1
  2 | -6 | nt
O=C(NC(Cc1ccccc1)C(=O)Nc1ccccc1)c1ccncc1 (stereo unspecified)
  10 | -6 | nt
Cc1ccc2c(c1)SC(C)C(=O)N2Cc1ccc(OC(F)(F)F)cc1 (stereo unspecified)
  5 | -3 | nt
CCOC(=O)CNC(=O)Cn1c(-n2nc(C)cc2C)nc(C)c(CC)c1=O
  1 | 4 | 0
CC(C)c1cc(N(C)C)nc(SCc2cccc(C(=O)NC3CC3)c2)n1
  nt | -6 | -9
Cc1sc2nc(CN3CCOCC3)[nH]c(=S)c2c1C
  1 | 0 | -5
CCCC(Sc1nnc(N)s1)C(=O)OCC (stereo unspecified)
  11 | -5 | nt
COc1ccc([C@H](C)NC(=O)c2c(C)noc2-c2ccc3c(c2)OCO3)cc1
  6 | -9 | -6
Cn1c(=O)n(Cc2cccc3ccccc23)c(=O)c2c1nc1n2CCN1Cc1ccco1
  -10 | -5 | nt
Cc1noc(-c2ccncc2)c1C(=O)NCCOC(C)C
  14 | -9 | -7
CC(C(=O)N(C)C1(C#N)CCCCC1)N(C)CC(=O)Nc1ccc(F)cc1 (stereo unspecified)
  1 | -7 | -7
N#CCCNC(=O)c1ccc(-c2ccc(F)cc2)s1
  -1 | -1 | 0
CCSc1nc(CC(=O)N(C)Cc2n[nH]c3c2CCC3)cs1
  3 | -7 | -10
O=C(c1cn(-c2ccccc2)nc1-c1ccccc1)N1CCCCC1
  0 | -4 | -6
COc1ccc(OC)c(NC(=O)CC(=O)N2CCCC2c2nc3ccccc3s2)c1 (stereo unspecified)
  2 | -4 | nt
CC(=O)c1cccc(CN2CCC(n3nccc3NC(=O)CCOc3ccccc3)CC2)c1
  1 | -6 | nt
COc1cccc(C(=O)N2CCN(C(=O)Cn3nnnc3CN3CCCC3)CC2)c1
  -4 | 0 | 0
Cc1ccc(-n2nnn(C(F)F)c2=S)cc1
  7 | -17 | -5
Cc1nnc(SCC(=O)NC(C)CN2CCc3ccccc3C2)s1 (stereo unspecified)
  nt | -2 | -9
COc1ccncc1-c1csc(C(O)c2ccccc2)n1 (stereo unspecified)
  6 | -15 | nt
COc1ccc(CCN(C)C(=O)C2CC[C@@H]3CCC[C@H]23)cc1OC (stereo partly specified)
  -3 | -3 | nt
CCC(CC)NC(=O)C1CC(=O)CC1C(=O)NC(CC)CC (stereo unspecified)
  7 | -11 | -15
COc1ccc(C2=Nc3nnnn3C(c3cc(OC)ccc3OC)C2)cc1 (stereo unspecified)
  2 | -9 | nt

Next part; it opens with the 2 that closed the last part.
Order of values: NPYLR7 ag | hcGAS inh | mcGAS inh
CCC(CC)NC(=O)C1CC(=O)CC1C(=O)NC(CC)CC (stereo unspecified)
  7 | -11 | -15
COc1ccc(C2=Nc3nnnn3C(c3cc(OC)ccc3OC)C2)cc1 (stereo unspecified)
  2 | -9 | nt
Cc1ccc(C(=O)NC(C(=O)NC2CC2)C2CCN(C(=O)C3CCCC3)CC2)cc1 (stereo unspecified)
  0 | 0 | -5
CC(Nc1ccc2c(c1)OCCCO2)C(=O)NCCC1=CCCCC1 (stereo unspecified)
  8 | -6 | nt
O=C(CCN1Cc2ccccc2OC(c2ccccc2)C1)N1CCN(c2nc3ccccc3s2)CC1 (stereo unspecified)
  1 | -2 | -3
CCCN(Cc1ccc(SC)cc1)C(=O)C(=O)c1cccn1C
  -3 | -4 | nt
COCc1c(Br)c(C)nc(OCC(=O)N/N=C\c2ccc(-c3cc([N+](=O)[O-])ccc3C)o2)c1C#N
  -12 | -3 | -5
CCN(CC)c1ccc(/C=C2\SC(=S)N(CC(=O)O)C2=O)c(O)c1
  93* | -18 | -9
O=C(NCCc1ccccn1)c1csc(CSc2nnc(-c3ccncc3)n2-c2ccccc2F)n1
  0 | -10 | -5
CCC(C(=O)Nc1ccc(OC)cc1Cl)N1CCCC1=O (stereo unspecified)
  4 | -10 | -18
CCOC(=O)c1ccc2c(c1)nc(SCc1cc(F)ccc1F)n2Cc1ccc(C(F)(F)F)cc1
  14 | -1 | -3
N#Cc1cc2nc3c(nc2cc1C#N)-c1ccccc1C3=O
  3 | 4 | nt
N#Cc1ccc(NC(=O)C2CCCN2C(=O)OCC(F)(F)F)cc1 (stereo unspecified)
  -2 | -1 | nt
CC(=NNc1ncc(Cl)cc1Cl)c1ccco1
  -5 | -17 | nt
COCCCNC(=O)c1cc(NC(=O)c2ccc(Cl)cc2Cl)ccc1N1CCN(c2ccccc2OC)CC1
  -1 | -6 | -6
Cc1c(C(=O)O)sc2nc3n(c(=O)c12)CCC(C)CC3 (stereo unspecified)
  14 | -5 | -2
CC(Nc1nc(-c2cccs2)nc2cc(Cl)ccc12)c1ccccc1 (stereo unspecified)
  7 | -5 | -4
Cc1cnc(Cn2cnc(-c3ccccc3)c2-c2ccccc2C(=O)O)cn1
  2 | -8 | nt
O=C(Nc1cccc(F)c1)Nc1ccnn1C1CCN(C(=O)CCOc2ccccc2)CC1
  -1 | -2 | -4
CC1(C)[C@H]2CC=C(CCNC(=O)Cn3cc(NC(=O)c4ccc5c(c4)OCO5)cn3)[C@@H]1C2
  29 | -10 | -13
CCC(C)N(Cc1ccccc1)Cc1ccc(C(C)(C)O)o1 (stereo unspecified)
  -2 | -4 | -4
CN(C)C(=O)N1CCC(C(=O)NC(c2ccccc2)C2CCCCC2)CC1 (stereo unspecified)
  11 | -2 | nt
O=C1CN(S(=O)(=O)c2ccc(NC(=O)C(F)(F)F)cc2)c2ccncc2N1
  -6 | -14 | nt
Cc1cc(C)cc(COc2coc(CN3CCN(S(=O)(=O)c4ccc(C#N)cc4Cl)CC3)cc2=O)c1
  0 | -4 | -5
Cc1cccc(C2=N/C(=C\c3ccc(OC(F)(F)F)cc3)C(=O)O2)c1
  -2 | -3 | nt
CS(=O)(=O)Cc1ccc(N2CC(c3ccncc3)C2)nc1
  14 | 0 | -16
CCNC(=O)[C@@]1(OCc2ccccc2F)CC(OCC(=O)OC)[C@@H]2OC(C)(C)O[C@@H]2C1 (stereo partly specified)
  2 | -10 | -5
COC(=O)c1ccc(C=NNC(=O)CCc2c(C)n[nH]c2C)cc1
  5 | -6 | -8
Cc1ccc(N2CCN(C(=O)c3cccc(Cl)c3)C(C)C2=O)cc1Cl (stereo unspecified)
  -1 | -2 | -2
CCOP(=O)(Cc1ccc(NC(=O)[C@@]23CC[C@@](C)(C(=O)O2)C3(C)C)cc1)OCC
  -5 | -7 | -5
Cc1ccc(Cl)c(C(=O)N2CCN(c3nccc(-c4cccc(C(F)(F)F)c4)n3)CC2)c1F
  24 | -4 | -5
CCc1nc2ccc(C(=O)N3CCN(C(=O)c4ccco4)CC3)cn2c1N(C)C(=O)Cc1ccccc1
  -2 | -8 | -6
O=C(Nc1ccc(-c2noc(-c3ccc(Cl)cc3)n2)cc1)c1ccco1
  -3 | -5 | nt
Cc1nc(C)c(-c2ccc(SCc3cccc(Cl)c3)nn2)s1
  2 | -4 | -7
Cc1cccc(COCC2CN(C(=O)Cc3ccsc3)CCO2)c1 (stereo unspecified)
  27 | -4 | -8
NC(=O)Cn1nnc(-c2ccccc2Br)n1
  -8 | -9 | nt
O=C(Cc1csc(COc2ccc(Cl)cc2)n1)NC12CC3CC(CC(C3)C1)C2
  -3 | -7 | -17
Cc1noc(-c2ccncc2)c1C(=O)NCCCN1CCOCC1
  10 | -4 | -4
Cc1ccccc1NCC(=O)N/N=C/c1cccc(C)c1O
  -14 | 5 | nt
CNc1nc(C(=O)N(Cc2ccco2)C(C)C(C)C)cs1 (stereo unspecified)
  -2&-1 | -5&-9 | -11
CN(C)c1ncnc2c1ncn2[C@H]1CN(Cc2ccccc2)C[C@@H](CO)O1
  13 | -7 | -7
CCOC(=O)C(Cc1ccc(Cl)cc1)NC(=O)c1ccc(Nc2cccc(C(F)(F)F)c2)nc1 (stereo unspecified)
  0 | -6 | -3

Some of the entries above, set out differently.
SMILES,NPYLR7 ag,hcGAS inh,mcGAS inh
Cc1ccc(N2CCN(C(=O)c3cccc(Cl)c3)C(C)C2=O)cc1Cl (stereo unspecified),-1,-2,-2
CCOP(=O)(Cc1ccc(NC(=O)[C@@]23CC[C@@](C)(C(=O)O2)C3(C)C)cc1)OCC,-5,-7,-5

The list continues:
Order of values: NPYLR7 ag | hcGAS inh | mcGAS inh
O=C(CCn1cnc2ccccc21)NN=Cc1ccccc1Cl
  8 | -2 | nt
O=C(Nc1ccc(N2CCN(C(=O)c3cccc4ccccc34)CC2)nc1)c1ccc(F)cc1
  -3 | -5 | -8
COc1ccccc1/C=C/C=C1\N=C(c2cc(Cl)ccc2OC)OC1=O
  -1 | -5 | -4
CCN(Cc1cnn(CC)c1)C(=O)c1cccn1C
  1 | -10 | -12
COCCCNC(=O)CCc1c(-c2ccccc2)nc2ccc(-c3cc4ccccc4s3)cn12
  -5 | 1 | nt
NC(=O)c1cnc(Sc2nnc(C3CC3)s2)c(Cl)c1
  2&2 | -3&-6 | -16
COc1ccc(C(=O)COC(=O)c2cccc([N+](=O)[O-])c2)cc1OC
  -1 | 0 | nt
O=C(CCCOc1ccccc1)Nc1cc(-c2ccc(Cl)cc2)nn1-c1cc(Cl)ccc1Cl
  2 | -7 | -9
COc1ccc(-c2ccc(=O)n(CCNC(=O)c3ccco3)n2)cc1
  2 | -1 | -7
CCCc1[nH]n(-c2nc3ccccc3s2)c(=O)c1C(C)=Nc1cc(C(=O)OC)cc(C(=O)OC)c1
  -10 | 0 | nt
NC(=O)c1cc2cc(Br)ccc2oc1=Nc1cc(F)ccc1F
  25 | -3 | -6
Cc1ccc(NC(=O)CC(=O)NCc2ncc[nH]2)c(C)c1
  -1 | -2 | -15
COCc1cc(=O)[nH]c(N=C(NC(=O)c2ccccc2)Nc2ccccc2C)n1
  -8 | -4 | -7
CCS(=O)(=O)CCn1c([N+](=O)[O-])cnc1C
  -2&-6&-2&1&4 | -1&-6&4&-8&-9 | -4
CCOc1cccc2sc(N(CCn3nc(C)cc3C)C(=O)c3ccco3)nc12
  -15 | -1 | -8
c1nc(CCNc2nc3nonc3nc2N2CCSCC2)cs1
  12 | -7&-10 | nt
C=CCN1C(=O)CNC12CCN(C(=S)NCCC)CC2
  7 | -3 | nt
Cc1ccccc1CN1CCN2C(C(=O)NCCCN(C)C)=COC2=NC1=O
  -2 | -12 | nt
CCCCN(CC(=O)N1c2ccccc2-n2cccc2C1c1cccc(C)c1)C(=O)Nc1cccc(OC)c1 (stereo unspecified)
  15 | -2 | -3
Cc1ccccc1-c1csc(NC(=O)c2occc2CN2CCOCC2)n1
  4 | -3 | -10
CC(=O)Nc1ccc(-c2csc(NC(=O)C(C)C)n2)c(F)c1
  -1 | -14 | -8
CCCCc1noc(C(C)Oc2ccc(NC(=O)OC)cc2)n1 (stereo unspecified)
  5 | -4 | -18
Cc1cccc(-c2nnc(C(C)N3CCCC(C(=O)Nc4ccccc4)C3)o2)c1 (stereo unspecified)
  11 | -14 | nt
CNC(=S)Nc1cc(C)ccn1
  6 | -1 | nt
Cc1cc(C)n2c(SCc3nc(-c4ccc(C(C)C)cc4)no3)nnc2n1
  6 | -2 | -3
CN1C2CC(OC(=O)[C@H](CO)c3ccccc3)C[C@H]1[C@H]1OC21 (stereo partly specified)
  -13&-4 | 3&-1 | nt
C=CCn1c(=O)c(C(=O)Nc2ccc(I)cc2)c(O)c2ccccc21
  8 | 3 | -8
C=CCN(Cc1cccc(C)n1)Cc1cccc(C)n1
  3 | -7 | nt
O=C(NC(c1ccc(Cl)cc1)c1cnccn1)C1CCN(Cc2ccc3c(c2)OCO3)CC1 (stereo unspecified)
  8 | 3 | nt
O=C(c1cccc2cc[nH]c12)N1CCOC(C(F)(F)F)C1 (stereo unspecified)
  8 | -3 | nt
